# Source: PubChem BioAssay (National Center for Advancing Translational Sciences (NCATS))
# Eya2 phos inh – Eya2 (human) phosphatase inhibition | recombinant Eya2, OMFP fluorescence dephosphorylation (OMFP is methylfluorescein phosphate) | Potency, µM (series often up to 76.9 µM), inactives show top-dose activity, negative = inhibition, hits mostly inhibitors | O00167 | 330,000 compounds, 0.006% hits | AID 488837; further: potency means the concentration at half of the fitted maximal effect; on the % scale 0 is the no-effect control and ±100 the full control effect
#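 Eya2 (0.2 uM) preincubated 10 min at ambient with compound, then OMFP substrate added at 50 uM; 10 min reaction in 50 mM HEPES pH 7.5, 50 mM NaCl, 5 uM MgCl2, 0.05% BSA, 1 mM DTT. Fluorescence read at Ex 485/Em 525 nm.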
# uPA surface inh – cell surface uPA generation inhibition; 330,000 compounds, 0.31% hits; Potency, µM (top dose mostly 38.3 µM), for the others: at the highest dose activity change, negative = inhibition, actives largely listed as inhibitors; cell surface uPA generation assay, qHTS; active means well fitted inhibition curve with a large enough effect; inconclusive means small, poorly fitted or top-dose-only effect; inactive means no such curve, though single readings can be large or run the other way; tested in mouse RAW 264.7 cells; further: potency means the concentration at half of the fitted maximal effect; on the % scale 0 is the no-effect control and ±100 the full control effect; nearly all actives have a fitted effect of over 55% in size
# B2AR arrestin – beta2AR (human) beta-arrestin recruitment activity | P07550 | beta-arrestin recruitment to beta2AR, cell-based reporter | Potency, µM (doses to about 46.1 µM), without a hit: top-dose activation, usual class: activators | 330,000 compounds, 0.02% hits;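 further: potency means the concentration at half of the fitted maximal effect; 0% = DMSO controls and full agonism = EC100 isoproterenol or metaproterenol; nearly all actives have a fitted effect of over 65% in size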
# ELG1 DNA repair – ELG1-dependent DNA repair inhibition | HEK293T ELG1-luciferase reporter, luminescence, 16 h; DNA damage induced by 5-fluorouridine | 330,000 compounds, 2.3% hits | Potency, µM (top dose mostly 46.1 µM), inactives show top-dose activity change, negative = inhibition, hits mostly inhibitors; further: potency means the concentration at half of the fitted maximal effect; on the % scale 0 is the no-effect control and ±100 the full control effect; nearly all actives have a fitted effect of over 55% in size
#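 5-Fluorouridine DNA damage + compound/DMSO, 2,000 cells/well, 16 h, 37 °C/5% CO2. ONE-Glo, 30 min RT, luminescence. Readout = decrease in reporter signal.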
# Chronic BCR inh – inhibitors of chronic active B-cell receptor signaling; ABC-DLBCL IkBa-CBG/CBR reporter, luminescence ratio, 4 h; 340,000 compounds, 0.05% hits; Potency, µM (titrated, usually from 46.1 µM), for inactives: at the highest dose ratio change, negative = lower green/red ratio, usual class: inhibitors; active means well fitted inhibition curve with a large enough effect in the signal ratio, with a control signal flat, not every such curve was filed as active; inconclusive means small, poorly fitted or top-dose-only effect, or effect the other way, or a change in a side signal; the % refers to the signal ratio;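 further: potency means the concentration at half of the fitted maximal effect; plate controls were basal doxycycline-induced cells for no effect and cells given 10 µM MG132 for full effect; MG132 reads +100%, hits lower the ratio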
#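 Cell line TMD8 (human ABC DLBCL), stably expressing tet-inducible CBG68-IkBa fusion and CBR; IMDM/0.5% FBS; cpd up to 46 uM; dox induction, 4 h, 37C/5% CO2; dual luminescence; green/red ratio; MG132 control.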
# Mito fusion yeast – mitochondrial division inhibition or fusion activation; S. cerevisiae fusion-defective mutant growth rescue, CellTiterGlo 48 h; Potency, µM (highest dose often 46.1 µM), without a hit: at the top dose growth rescue (activation), hits mostly activators; 320,000 compounds, 0.23% hits; AID 485298;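 further: potency means the concentration at half of the fitted maximal effect; % of control where 0% means no effect; nearly all actives have a fitted effect of over 45% in size; temperature-sensitive fusion mutants such as fzo1-1 at 37 °C on non-fermentable ethanol glycerol medium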
#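 Temperature-sensitive fusion-defective S. cerevisiae (e.g. fzo1-1, mgm1-5) were grown with compound in YPEG medium (3% ethanol, 3% glycerol) for 48 hours at 37C. Growth rescue was measured as viability by CellTiterGlo luminescence after 10 minutes at ambient.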
# USP2a inh – inhibitors of human ubiquitin-specific protease USP2a; O75604; USP2 core, Ub-CHOP2 coupled fluorogenic reporter, 485/531; Potency, µM (doses to about 38.3 µM), for inactives: at the highest dose activity change, negative = inhibition, most hits filed as inhibitors; 330,000 compounds, 0.01% hits;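 further: potency means the concentration at half of the fitted maximal effect; plate controls were DMSO wells for no effect and full inhibition by NEM control for full effect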
# Target sequence (O75604 whole entry, looked up): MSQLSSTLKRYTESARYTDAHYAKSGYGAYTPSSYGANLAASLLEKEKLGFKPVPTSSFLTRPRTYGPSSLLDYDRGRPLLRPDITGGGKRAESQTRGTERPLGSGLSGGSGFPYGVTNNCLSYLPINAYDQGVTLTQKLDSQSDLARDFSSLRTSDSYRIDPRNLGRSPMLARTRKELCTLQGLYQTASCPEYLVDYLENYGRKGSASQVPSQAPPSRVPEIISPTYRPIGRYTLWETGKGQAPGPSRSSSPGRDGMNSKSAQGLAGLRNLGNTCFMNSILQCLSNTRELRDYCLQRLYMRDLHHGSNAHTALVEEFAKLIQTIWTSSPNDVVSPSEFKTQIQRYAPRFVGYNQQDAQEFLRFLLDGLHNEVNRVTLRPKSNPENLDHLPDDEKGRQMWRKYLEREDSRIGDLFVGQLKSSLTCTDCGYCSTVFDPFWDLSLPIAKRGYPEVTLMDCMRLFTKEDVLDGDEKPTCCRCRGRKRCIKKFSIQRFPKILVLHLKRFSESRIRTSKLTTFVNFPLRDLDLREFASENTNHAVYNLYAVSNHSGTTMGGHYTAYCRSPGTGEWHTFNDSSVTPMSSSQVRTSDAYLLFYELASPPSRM
#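 Deubiquitinase activity read as fluorescence (485/531 nm) after Ub-CHOP2 cleavage activates the enterokinase reporter on its substrate; USP2 core 10nM, Ub-CHOP2 and substrate 25nM each, 30min compound preincubation then 60min RT; data normalized to NEM, curves fitted.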
# TSHR antagonist – blocks TSH signaling through the human TSH receptor. P16473. TSHR-expressing cells, TSH-stimulated cAMP HTRF, 2 h; stronger effect = lower value. activity change, negative = inhibition, % at 11.5 µM. 330,000 compounds, 0.2% hits;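 active means activity change below a set negative limit, meaning inhibition stronger than a set level, cut at about -70% in these data; inconclusive means activity change between two set negative limits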; further: on the % scale 0 is the no-effect control and ±100 the full control effect
#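 TSHR-expressing cells, 200/well, pre-treated with compound, then stimulated with EC80 TSH (4nM final) for 2 hours at 37 deg C. cAMP measured by competitive HTRF: anti-cAMP cryptate antibody in lysis buffer plus cAMP-d2, read after 30 minutes at room temperature.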
# Tb PFK inh – blocks T. brucei phosphofructokinase; O15648; T. brucei PFK, ADP-Glo luminescence; Potency, µM (series often up to 57.5 µM), inactives show at the highest dose activity, negative = inhibition, hits mostly inhibitors; 330,000 compounds, 0.17% hits; AID 485367;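 further: potency means the concentration at half of the fitted maximal effect; 0% = uninhibited 1x PFK enzyme wells and -100% = no-enzyme wells; nearly all actives have a fitted effect of over 60% in size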
#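 1.25 nM PFK with 0.5 mM F6P and 0.1 mM ATP in 0.1 M TEA pH 8.0, 5 mM MgCl2, incubated 45 min at room temperature; ADP measured by ADP-Glo luminescence; compounds titrated up to 57 uM.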
# PTAP TSG101 blk – blocks PTAP/TSG101 interaction to inhibit HIV-1 budding. Fluorescence polarization, FITC-PTAP peptide / Tsg101 binding. AID 493005. 340,000 tested, under 10 active. Potency, µM (series often up to 115 µM), inactives show top-dose activity change, negative = inhibition, actives largely listed as inhibitors; active means well fitted inhibition curve with a large enough effect in the main read-out, with a control signal flat, not every such curve was filed as active; inconclusive means small, poorly fitted or top-dose-only effect, or effect the other way, or a change in a side signal; inactive means no such curve, though single readings can be large or run the other way; further: potency means the concentration at half of the fitted maximal effect; % of control where 0% means no effect
# Target sequence (Q99816 whole entry, looked up): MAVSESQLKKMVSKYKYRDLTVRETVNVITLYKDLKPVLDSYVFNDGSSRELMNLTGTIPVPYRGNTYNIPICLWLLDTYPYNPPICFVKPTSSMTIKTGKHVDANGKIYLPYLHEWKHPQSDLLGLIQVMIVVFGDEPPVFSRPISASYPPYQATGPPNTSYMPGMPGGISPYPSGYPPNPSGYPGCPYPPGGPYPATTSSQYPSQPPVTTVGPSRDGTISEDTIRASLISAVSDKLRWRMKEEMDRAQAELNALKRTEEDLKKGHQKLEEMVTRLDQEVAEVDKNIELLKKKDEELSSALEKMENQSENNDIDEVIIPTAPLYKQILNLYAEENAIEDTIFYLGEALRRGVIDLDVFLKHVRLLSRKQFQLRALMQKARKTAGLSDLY
#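 Steps: Tsg101 binding domain dispensed (10 uM final), compounds pinned in DMSO, FITC-labeled PTAP-motif peptide added (50 nM final); after 20 min binding at room temperature, polarization measured.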
# TCR act – activators of T cell receptors | primary human leukocytes, anti-CD3, IL-2 HTRF, 48 h | Potency, µM (doses to about 9.22 µM), for the others: at the highest dose activation of IL-2 secretion, hits mostly activators | 330,000 tested, under 10 active | AID 504894; further: % of control where 0% means no effect
#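 1) Mix primary human leukocytes, a-CD3 beads and compound. 2) Incubate 48 hr. 3) Add HTRF IL-2 reagents (a-IL-2-K, a-IL-2-d2).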
# * = called active by the depositor; ? = inconclusive; / = no result given; [ ] = another dose, or the depositor's remark. Unless noted, the call rests on the fitted dose curve; in most records, active means well fitted curve in the direction sought with a large enough effect; inconclusive means small, poorly fitted or top-dose-only effect, or another doubt; inactive means no such curve, though single readings can be large; an effect the other way counts as inactive or inconclusive.
mol	Eya2 phos inh	uPA surface inh	B2AR arrestin	ELG1 DNA repair	Chronic BCR inh	Mito fusion yeast	USP2a inh	TSHR antagonist	Tb PFK inh	PTAP TSG101 blk	TCR act
C=CCN(c1ccccc1Cl)S(=O)(=O)c1cccc(C(=O)NCCc2ccc(OC)cc2)c1	3.8%	-7.6%	-0.2%	?	0.1%	28.8%	-5.5%	-47.9	-0.5%	-3.7%	0.7%[46.1 µM]
COc1ccc(C2NC(C(=O)O)Cc3c2[nH]c2ccccc32)cc1CN1CCN(c2ccc(F)cc2)CC1 (stereo unspecified)	1.9%	3.2%	6.4%	2.5%	?	8.6%	-1.1%	-34.8	-1.1%	0.5%	3.6%
COc1ccccc1NC(=O)Cn1c2ccc(F)cc2c2nc3n(c(=O)c21)CCS3	-7.4%	2.0%	0.7%	12.1%	-10.2%	2.1%	2.1%	-5.3	-1.0%	-7.0%	-0.7%
Cc1cccc(NNC(=S)Nc2c(C)cccc2C)c1	-5.1%	3.5%	?	-14.0%	?	-47.2%[inhibitor]	0.2%	-3.6	-0.4%	-0.6%	3.6%
CCc1cc2c(=O)c(-c3cnn(-c4ccccc4)c3)c(C)oc2c(CN2CCCCC2)c1O	?	/	0.1%	-13.5%	17.8%	7.0%	4.8%	-17.6	0.4%	-0.3%	3.6%
N#Cc1ccc(CSc2nnc(-c3ccncc3)n2CCc2ccccc2)cc1	0.5%	-6.3%	-0.5%	23.1µM*	-1.2%	3.1%	3.5%	-5.4	-3.5%	-8.8%	/
CCc1nn2c(=O)c(S(=O)(=O)Nc3cccc(F)c3)c(C)nc2s1	?	0.3%	-1.0%	-2.6%	3.8%	-4.8%	-0.7%	6.4	1.6%	-4.6%	4.3%
COc1ccc(N2CCN(CC(=O)NCc3ccccc3)CC2)cc1	9.0%	6.1%	6.4%	6.2%	?	4.8%	5.6%	18.3	0.5%	-7.1%	-6.2%
CCOc1ccc(-c2nc(CSCC(=O)NC3CCCc4ccccc43)c(C)o2)cc1 (stereo unspecified)	-18.6%	/	0.3%	?	-11.7%	7.0%	-0.3%	-10.0	-1.8%	-4.9%	0.7%
CCCC(C(=O)NC1CCCC1)N(C(=O)Cn1nnc(-c2ccc(C)o2)n1)C1CCCC1 (stereo unspecified)	4.2%[15.4 µM]	/	0.3%	?	0.0%	13.2%	-7.1%	7.0	0.0%	1.9%	-7.2%
CCNC(=S)NNC(=O)c1cc(C2CC2)nc2ccccc12	-3.3%	/	-0.8%	5.2%	-16.4%	-4.3%	1.0%	-10.6	-0.4%	-3.3%	4.0%
COc1ccc(OCc2cc(C(=O)N(C)Cc3cnccn3)no2)c(Cl)c1	6.3%	-16.4%	-1.1%	?	-4.1%	-1.7%	1.3%	-9.8	1.7%	/	3.4%
N#Cc1ccc(OCC(=O)Nc2cc(S(=O)(=O)N3CCCCC3)ccc2N2CCCCC2)cc1	4.0%	-6.6%	0.4%	17.4%	11.1%	0.1%	3.4%	9.8	10.8%	2.0%	0.8%[46.1 µM]
CN(C)c1ccc(/C=C/C(=O)c2ccc(C(C)(C)C)cc2)cc1[N+](=O)[O-]	5.1%	-16.2%	0.1%	-11.6%	?	7.3%	2.4%	3.8	5.1%	-5.5%	-3.6%[46.1 µM]
CCOc1ccccc1NC(=O)COC(=O)c1cnc(C)cn1	6.0%	5.6%	-0.1%	8.4%	-1.1%	-2.5%	1.9%	1.4	3.5%	-2.6%	/
COc1ccc(CCNC(=O)Cc2ccc([N+](=O)[O-])cc2)cc1OC	-1.8%	-8.8%	-0.7%	17.2%	0.4%	4.5%	-4.2%	11.5	-15.4%	-11.1%	9.1%
Cc1sc(=NC(=O)c2ccco2)n(C)c1-c1ccc(Cl)cc1	-17.1%	-21.4%	-0.1%	?	-1.9%	7.3%	-0.1%	-14.1	-8.9%	-0.4%	3.8%
CSc1nnc([C@@H]2CCCN2C(=O)OC(C)(C)C)o1	12.8%	1.5%	0.2%	0.0%	-3.6%	29.5%	0.8%	21.3	-2.5%	-1.8%	/
Cc1ccc(C(=O)N2CCCN(c3nc4cc5c(cc4cc3C#N)OCO5)CC2)cc1	5.6%	-11.6%	0.2%	?	?	14.5%	-9.0%	3.0	-15.3%	-7.0%	-5.9%
Cc1ccc(S(=O)(=O)NCC(c2ccco2)N2CCc3ccccc3C2)cc1 (stereo unspecified)	1.6%	3.3%	-1.4%	6.2%	8.2%	?	-4.3%	8.7	4.9%	-2.4%	11.6%
NC(=O)c1ccc(Cn2c(C(=O)c3cc(Cl)c(N)c(Cl)c3)c3ccccc3[n+]2[O-])cc1	-15.9%	?	0.8%	0.4%	?	4.8%	-8.2%	-1.0	-0.2%	-5.7%	-33.0%
C/C(CC(=O)Nc1cccc2c1CCCC2)=N\NC(=O)c1cccc2ccccc12	4.2%	-23.5%	-0.8%	11.7%	?	4.2%	0.6%	2.1	-4.7%	-1.4%	-1.6%[46.1 µM]
COc1ccc(-c2c(-c3cc(OC)cc(OC)c3)n(C)c3ccc(-c4ccc(OC)cc4F)cc23)cc1	6.4%	3.6%	0.0%	20.3%	6.1%	-5.8%	1.5%	34.1	-1.1%	2.9%	-6.3%
CC(C)c1ccc(NC(=O)c2cnn(-c3ccccc3)c2NC(=O)c2ccco2)cc1	18.3%[15.4 µM]	-2.4%	2.5%	?	?	0.2%	-16.1%	-15.1	6.6%	0.3%	0.2%
COc1cc(C(=O)Nc2ccc3nc(N4CCOCC4)sc3c2)cc(OC)c1OC	6.3%	2.4%	-0.4%	-19.6%	-1.4%	-0.7%	1.3%	23.2	20.9%	-9.6%	8.6%
COc1ccccc1N1CCN(C(c2cccs2)C(C)NC(=O)c2cccnc2)CC1 (stereo unspecified)	-3.2%	-1.4%	-0.1%	-16.6%	?	1.5%	-2.0%	-7.7	-2.1%	-1.0%	0.5%
CS(=O)(=O)N1N=C(c2ccccc2)CC1c1cccs1 (stereo unspecified)	7.3%	-0.3%	-0.9%	23.6%	-0.3%	1.5%	1.4%	-3.8	2.8%	-3.4%	-2.4%
CCOc1ccc(S(=O)(=O)N2CCCC(C(=O)NCc3ccccn3)C2)cc1 (stereo unspecified)	-4.0%	2.4%	-0.5%	-2.1%	0.7%	0.4%	1.7%	-10.9	1.5%	-0.6%	-4.2%
CCN(CC)C(=O)CSc1nnc(-c2ccc(S(=O)(=O)N3CCOCC3)cc2)n1C	18.7%	-4.7%	0.0%	-3.7%	6.0%	1.6%	3.0%	4.2	3.8%	-1.4%	8.1%
O=C(c1cc(-c2ccccc2)n[nH]1)N1CCN(S(=O)(=O)c2ccccc2)CC1	7.8%	-11.9%	1.6%	-3.4%	14.9%	1.3%	2.3%	-8.7	-2.0%	-8.7%	-5.1%
COc1ccc(CCNC(=O)c2ccc(CS(=O)(=O)c3ccc(Br)cc3)o2)cc1OC	0.9%	10.3%	0.1%	?	-0.3%	-1.5%	0.2%	-22.4	-1.1%	1.0%	1.7%
CC1=C([N+](=O)[O-])C(c2ccccc2)NC(=O)N1 (stereo unspecified)	-4.4%	-1.5%	-1.0%	-21.2%	7.4%	-1.3%	-1.6%	11.7	-1.7%	-5.0%	/
O=Cc1ccc(-c2ccc(F)cc2)o1	-0.4%	-1.5%	-0.1%	-4.3%	3.1%	-2.5%	2.0%	-1.5	-7.7%	-1.2%	-1.2%
O=C(c1ccc(Cl)c(Cl)c1)N1CCC(=O)N(C(COCc2cccc(C(F)(F)F)c2)Cc2ccccc2)CC1 (stereo unspecified)	-8.0%	-29.2%	-1.2%	?	?	4.1%	-8.4%	-15.0	1.6%	-1.2%	-4.7%
CC1CN(C(=O)c2cc(S(=O)(=O)N3CCCC3)ccc2Cl)CC(C)O1 (stereo unspecified)	12.7%	-0.6%	8.6%	-3.9%	1.2%	3.3%	0.4%	3.3	0.0%	-1.2%	1.9%
